Anesthetic bind – qHTS Assay for Identification of Novel General Anesthetics | Ferritin light chain (Equus caballus), P02791 | 350,000 compounds, 0.074% hits | Potency, µM (top dose mostly 77.5 µM), for inactives: at the highest dose activity change, negative = displacement, hits mostly inhibitors | AID 485281, 2010 | apoferritin/1-aminoanthracene competitive binding, fluorescence; note: % is set by controls: 0 for no effect and ±100 for the full control effect; nearly all actives have a fitted effect of over 20% in size
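Read-out: endpoint 1-AMA fluorescence, excitation 380 nm and emission 535 nm, after compounds sit 10 min at room temperature with 10 uM horse-spleen apoferritin in 50% saturated 1-AMA/PBS. Values come from four-parameter Hill fits.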
Pol beta inh – qHTS Assay for Inhibitors of DNA Polymerase Beta; P06746; Pol beta primer extension/strand displacement, fluorescence kinetic; Potency, µM (series often up to 114 µM), without a hit: at the highest dose activity change, negative = inhibition, most hits filed as inhibitors; 340,000 compounds, 1.3% hits; AID 485314, 2010; note: % is set by controls: 0 for no effect and ±100 for the full control effect
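Human Pol beta at 10 nM; strand-displacement substrate 50 nM final. Compound exposure 15 min at room temperature before start, reaction 10 min at room temperature.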
Pol kappa inh – qHTS for Inhibitors of Polymerase Kappa. DNA polymerase kappa (Homo sapiens), Q9UBT6. purified Pol kappa, fluorescent DNA synthesis assay, 10 min. Potency, µM (highest dose often 107 µM), for inactives: at the highest dose activity, negative = inhibition, most hits filed as inhibitors. 400,000 compounds, 0.53% hits; note: % is set by controls: 0 for no effect and ±100 for the full control effect
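Kinetic fluorescence screen: compound preincubated 15 min RT with 10 nM enzyme; 50 nM substrate (final) initiates; reads at 0/10 min.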
G9a inh – qHTS Assay for Inhibitors of Histone Lysine Methyltransferase G9a. 350,000 compounds, 8.8% hits. G9a H3K9 monomethylation, AlphaScreen, 2 h. Potency, µM (top dose mostly 102 µM), for inactives: at the top dose activity, negative = inhibition, actives largely listed as inhibitors. Histone-lysine N-methyltransferase EHMT2 (Homo sapiens), Q96KQ7; note: % is set by controls: 0 for no effect and ±100 for the full control effect; nearly all actives have a fitted effect of over 75% in size
Target sequence (Q96KQ7 913-1193 limits assumed): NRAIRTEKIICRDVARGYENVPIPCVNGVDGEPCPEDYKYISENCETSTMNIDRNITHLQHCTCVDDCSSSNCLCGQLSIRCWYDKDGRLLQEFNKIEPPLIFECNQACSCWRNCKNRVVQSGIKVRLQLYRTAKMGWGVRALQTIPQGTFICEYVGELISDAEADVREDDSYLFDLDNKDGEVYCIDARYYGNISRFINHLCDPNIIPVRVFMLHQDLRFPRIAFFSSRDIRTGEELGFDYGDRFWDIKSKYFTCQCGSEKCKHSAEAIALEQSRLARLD
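AlphaScreen read-out: biotin-H3K9 peptide (500 nM) methylation by 20 nM enzyme with 20 uM SAM, 2 h at room temperature after 15 min compound preincubation; anti-monomethyl H3K9 antibody plus donor/acceptor beads, 10 min dark.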
APEX1 inh – qHTS Assay for Inhibitors of the Human Apurinic/apyrimidinic Endonuclease 1 (APE1) | 350,000 compounds, 0.35% hits | DNA repair nuclease/redox regulator APEX1 (Homo sapiens), P27695 | Potency, µM (titrated, usually from 65.8 µM), inactives show at the highest dose activity change, negative = inhibition, actives largely listed as inhibitors | recombinant APE1, TAMRA/BHQ-2 abasic DNA cleavage fluorescence;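 note: plate controls were vehicle for no effect and reference inhibitor for full effect; nearly all actives have a fitted effect of over 55% in size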
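Measures dequenching upon AP-site incision of a 5'-TAMRA/3'-BHQ-2 THF-containing duplex, 50 nM; human APE1 0.75 nM after 15 min room-temperature exposure to compound; kinetic three-point read at one-minute spacing.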
Pol iota inh – qHTS for Inhibitors of Polymerase Iota | 390,000 compounds, 1% hits | Pol iota fluorescent replication assay, 10 min | DNA polymerase iota (Homo sapiens), Q9UNA4 | Potency, µM (doses to about 115 µM), for inactives: top-dose activity, negative = inhibition, usual class: inhibitors
Target sequence (Q9UNA4 whole entry, looked up): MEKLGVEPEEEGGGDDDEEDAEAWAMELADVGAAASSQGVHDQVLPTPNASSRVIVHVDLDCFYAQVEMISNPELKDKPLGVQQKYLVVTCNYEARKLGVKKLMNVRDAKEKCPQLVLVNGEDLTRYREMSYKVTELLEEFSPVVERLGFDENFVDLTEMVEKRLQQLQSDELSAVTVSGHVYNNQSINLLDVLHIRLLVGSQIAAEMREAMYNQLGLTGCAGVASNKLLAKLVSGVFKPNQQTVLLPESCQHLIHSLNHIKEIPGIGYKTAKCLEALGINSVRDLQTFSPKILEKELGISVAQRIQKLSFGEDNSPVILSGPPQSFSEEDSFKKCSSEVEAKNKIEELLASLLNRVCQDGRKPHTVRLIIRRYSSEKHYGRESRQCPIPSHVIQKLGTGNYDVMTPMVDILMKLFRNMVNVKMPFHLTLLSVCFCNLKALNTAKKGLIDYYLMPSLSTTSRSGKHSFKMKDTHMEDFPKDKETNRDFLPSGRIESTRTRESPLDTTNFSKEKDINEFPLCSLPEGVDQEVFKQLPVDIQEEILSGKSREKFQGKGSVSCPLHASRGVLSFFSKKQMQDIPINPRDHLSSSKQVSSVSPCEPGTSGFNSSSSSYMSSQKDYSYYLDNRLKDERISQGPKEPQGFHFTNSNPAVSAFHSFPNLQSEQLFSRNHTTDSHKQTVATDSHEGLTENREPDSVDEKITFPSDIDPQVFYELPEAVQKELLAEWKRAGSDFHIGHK
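Fluorescent replication assay read twice, at 0 min and 10 min after adding 50 nM (final) substrate. Enzyme (10 nM) and compounds were first incubated 15 min at room temperature; enzyme-free buffer wells were negative controls.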
BAZ2B block – qHTS Assay for Inhibitors of BAZ2B | Bromodomain adjacent to zinc finger domain protein 2B (Homo sapiens), Q9UIF8 | AlphaScreen BAZ2B-H3K14Ac peptide displacement | Potency, µM (doses to about 114 µM), for the others: at the top dose activity change, negative = inhibition, most hits filed as inhibitors | 360,000 compounds, 4.4% hits; note: % is set by controls: 0 for no effect and ±100 for the full control effect; nearly all actives have a fitted effect of over 60% in size
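AlphaScreen displacement of biotin-H3(5-23)K14Ac peptide (50 nM final) from BAZ2B (50 nM final) in PBS pH 7.4, 0.01% Tween-20; complex preformed 30 min RT, then compounds (top 110 uM) 30 min RT, beads 20 min dark.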
POLH inh – qHTS for Inhibitors of Polymerase Eta; DNA polymerase eta (Homo sapiens), Q9Y253; recombinant Pol eta, fluorescent DNA replication assay; Potency, µM (series often up to 114 µM), for the others: at the top dose activity change, negative = inhibition, hits mostly inhibitors; 390,000 compounds, 1.2% hits; AID 588591, 2011; note: % is set by controls: 0 for no effect and ±100 for the full control effect
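Fluorescent replication assay: 50 nM final substrate added after a 15 min room-temperature compound preincubation with 10 nM enzyme. Signal taken at 0 min and again at 10 min.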
BLM inh – qHTS Assay for Inhibitors of Bloom's syndrome helicase (BLM) | recombinant BLM DNA unwinding, fluorescence dequenching | RecQ-like DNA helicase BLM (Homo sapiens), P54132 | Potency, µM (highest dose often 56.1 µM), inactives show at the top dose activity change, negative = inhibition, actives largely listed as inhibitors | 350,000 compounds, 0.2% hits | AID 2528, 2010;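 note: plate controls were vehicle for no effect and no enzyme for full effect; nearly all actives have a fitted effect of over 35% in size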
Active calls of the source: *; ? = inconclusive; · = no result given; [ ] = another dose, or the depositor's remark. Calls come from the whole dose curve; as a rule, active = well fitted curve in the direction sought with a large enough effect; inconclusive = small, poorly fitted or top-dose-only effect, or another doubt; inactive = no such curve, though single readings can be large; an effect the other way counts as inactive or inconclusive. Potency is the fitted concentration of half-maximal effect.

#1 O=C(c1ccccc1)N1N=C(c2cccs2)CC1c1ccccc1O (stereo unspecified)
#2 O=C(CSc1nnc(-c2cccc(S(=O)(=O)N3CCCCC3)c2)o1)NCCC1=CCCCC1
#3 CCOC(=O)C(=CNc1ccc(S(N)(=O)=O)cc1)C(=O)OCC
#4 COc1ccc(-c2c(-c3cc(OC)cc(OC)c3)n(C)c3ccc(-c4ccc5[nH]ccc5c4)cc23)cc1
#5 c1ccc(-c2ccccc2OCCCCN2CCCCC2)cc1

assay / compound,1,2,3,4,5
Anesthetic bind,-8%,-17%,-11%,·,-7%
Pol beta inh,6%,4%,0%,·,?
Pol kappa inh,-19%,-7%,-5%,-18%,-11%
G9a inh,-4%,-34%,20%[59 µM],-1%[0.501 µM],13µM*
APEX1 inh,10%,-4%,-4%,11%,0%
Pol iota inh,-14%,6%,25%,-3%,207%[activator]
BAZ2B block,?,-7%,-8%,6%,79µM*
POLH inh,-14%,12%,-11%,-5%,-22%
BLM inh,-9%,0%,-2%,·,-1%

#6 CCc1nnc(NS(=O)(=O)c2ccc(NC(=O)c3cccc4ccccc34)cc2)s1
#7 CCc1ccc(NC(=S)N2CCCC2)cc1
#8 Cc1ccc(N2CCN(/N=C/C3=C(N4CCOCC4)C(=C\c4ccccc4)/CC3)CC2)cc1
#9 CCCC(C(=O)NC1CCCC1)N(CC1CCCO1)C(=O)CNS(=O)(=O)c1ccc(F)cc1 (stereo unspecified)
#10 Cc1ccc(C)c(N2CCN(c3ccc4cc(S(=O)(=O)N5CCC(C)CC5)ccc4n3)CC2)c1

assay / compound,6,7,8,9,10
Anesthetic bind,-6%,-5%,3%,-1%,-2%
Pol beta inh,1%,8%,3%,16%,1%
Pol kappa inh,-16%,-2%,2%,-3%,1%
G9a inh,-33%,·,18%[59 µM],6%,?
APEX1 inh,2%,-16%,8%,-7%,·
Pol iota inh,-12%,18%,6%,77%[activator],22%
BAZ2B block,0%,3%,0%,3%,-31%
POLH inh,2%,-2%,-26%,3%,-15%
BLM inh,-7%,1%,-2%,-4%,-3%

#11 O=C(Nc1cc2c(cc1C(=O)c1ccccc1Br)OCCO2)c1ccccc1
#12 Cc1nnc(SCCn2c(Br)nc3c2c(=O)n(C)c(=O)n3C)s1
#13 Cc1ccc(C2=NN(CC(=O)NCc3ccco3)C(=O)CC2)cc1
#14 COCCN1C(=O)C(=O)/C(=C(/O)c2cccc(OC)c2)C1c1ccco1 (stereo unspecified)
#15 CCCCOC(=O)C1=C(C)NC(=O)NC1c1ccccc1 (stereo unspecified)

assay / compound,11,12,13,14,15
Anesthetic bind,4%,-4%,?,-10%,-10%
Pol beta inh,2%,13%,9%,32µM*,1%
Pol kappa inh,-9%,-21%,-4%,?,-9%
G9a inh,?,-38%,3%[59 µM],·,28%
APEX1 inh,·,1%,-1%,?,-19%
Pol iota inh,14%,-11%,?,?,-11%
BAZ2B block,?,14%,-2%,79µM*,0%
POLH inh,-2%,2%,?,10µM*,-5%
BLM inh,-10%,-1%,4%,-3%,-6%

#16 CCCNC(=O)CCc1cc(C(C)(C)C)c(O)c(C(C)(C)C)c1
#17 Cc1ccccc1NC(=O)Cn1c(=O)oc2cc(Br)ccc21
#18 Cc1ccc(CNC(=O)C2CCN(C(=O)N3CC(C)Oc4ccc(Cl)cc43)CC2)cc1 (stereo unspecified)
#19 CCOc1cccc2cc(S(=O)(=O)c3ccccc3F)c(=O)oc12
#20 O=C(c1cc(-c2ccc(Cl)cc2)n(-c2cc(Cl)ccc2Cl)n1)N1CCOCC1

assay / compound,16,17,18,19,20
Anesthetic bind,1%,39%[activator],?,-13%,-8%
Pol beta inh,11%,-1%,7%,8%,36%
Pol kappa inh,-7%,2%[60.1 µM],0%,-14%,-14%
G9a inh,10%[59 µM],-30%[59 µM],?,-48%[59 µM],24%[0.501 µM]
APEX1 inh,-1%,·,·,·,0%
Pol iota inh,-4%,18%,32%[activator],0%,10%
BAZ2B block,-5%,-2%,-36%,-17%,-7%
POLH inh,-9%,-23%,-21%,-3%,0%
BLM inh,1%,3%,-6%,-4%,0%

(cont.)
Abbreviations – A = Anesthetic bind; B = Pol beta inh; C = Pol kappa inh; D = G9a inh; E = APEX1 inh; F = Pol iota inh; G = BAZ2B block; H = POLH inh; I = BLM inh
21: Brc1cccc(CNc2nc3ccccc3n2CCN2CCCCC2)c1
  A = -19% | B = 0% | C = -9% | D = ? | E = 2% | F = -12% | G = -30% | H = -4% | I = -10%
22: CC(C(=O)Nc1ccc2c(c1)OCCO2)N(c1ccccc1)S(C)(=O)=O (stereo unspecified)
  A = -6% | B = 26% | C = 1% | D = 5% | E = 25% | F = 27% | G = -13% | H = 10% | I = -1%
23: Clc1ccc(/C=N/c2c(-c3ccc(Cl)cc3)nc3n2CCS3)cc1
  A = -17% | B = 6% | C = -5% | D = 35µM* | E = -3% | F = ? | G = ? | H = -22% | I = -7%
24: COc1ccc(N(CC(=O)Nc2nccs2)S(=O)(=O)c2c(C)nn(C)c2C)cc1
  A = -20% | B = 8% | C = -5% | D = -7% | E = 9% | F = ? | G = -9% | H = -5% | I = 0%
25: Cc1ccc2oc(C(=O)Nc3c(C(=O)Nc4ccccc4)oc4ccccc34)cc(=O)c2c1
  A = 6% | B = 30% | C = 3% | D = -6%[59 µM] | E = · | F = 30% | G = 3% | H = 2% | I = -1%
26: CN(C)c1ccc(C(=O)C(O)c2ccccc2)cc1 (stereo unspecified)
  A = -9% | B = 17% | C = -3% | D = -5%[59 µM] | E = 9% | F = 8% | G = 9% | H = -1% | I = -12%
27: Cc1cc(C)nc(-n2ncc3c2CC(c2ccccc2)CC3=O)n1 (stereo unspecified)
  A = -18% | B = -7% | C = -16% | D = 8%[59 µM] | E = 1% | F = 41%[activator] | G = 3% | H = -10% | I = -9%
28: CCOC(=O)N1CCN(C(=O)C2CC(=O)N(c3ccccc3)C2)CC1 (stereo unspecified)
  A = -1% | B = -2% | C = -2% | D = · | E = -3% | F = 19% | G = 3% | H = -5% | I = 4%
29: CC(C)CCn1c(/C=C/c2ccccc2)nc2ccccc21
  A = 48%[activator] | B = ? | C = -13% | D = 89%[activator][59 µM] | E = · | F = -6% | G = 283%[activator] | H = -8% | I = -9%
30: CCOc1nc(NCc2ccco2)nc(Nc2ccc(OC)cc2)n1
  A = -13% | B = -3% | C = -7% | D = ? | E = -1% | F = -13% | G = 50µM* | H = -20% | I = -18%

One compound at a time, as listed above. Screens in order: Anesthetic bind	Pol beta inh	Pol kappa inh	G9a inh	APEX1 inh	Pol iota inh	BAZ2B block	POLH inh	BLM inh
Brc1cccc(CNc2nc3ccccc3n2CCN2CCCCC2)c1 across the screens: -19%	0%	-9%	?	2%	-12%	-30%	-4%	-10%
Clc1ccc(/C=N/c2c(-c3ccc(Cl)cc3)nc3n2CCS3)cc1 across the screens: -17%	6%	-5%	35µM*	-3%	?	?	-22%	-7%
CN(C)c1ccc(C(=O)C(O)c2ccccc2)cc1 (stereo unspecified) across the screens: -9%	17%	-3%	-5%[59 µM]	9%	8%	9%	-1%	-12%
CC(C)CCn1c(/C=C/c2ccccc2)nc2ccccc21 across the screens: 48%[activator]	?	-13%	89%[activator][59 µM]	·	-6%	283%[activator]	-8%	-9%
CCOC(=O)N1CCN(C(=O)C2CC(=O)N(c3ccccc3)C2)CC1 (stereo unspecified) across the screens: -1%	-2%	-2%	·	-3%	19%	3%	-5%	4%

Next section
Abbreviations – A = Anesthetic bind; B = Pol beta inh; C = Pol kappa inh; D = G9a inh; E = APEX1 inh; F = Pol iota inh; G = BAZ2B block; H = POLH inh; I = BLM inh
31: COc1ccc2oc(-c3cccc(NC(=O)c4cc([N+](=O)[O-])ccc4N4CCOCC4)c3)nc2c1
  A = -7% | B = -19% | C = -9% | D = ? | E = · | F = ? | G = ? | H = -6% | I = -3%
32: Cc1cc(NC(=O)c2c(-c3ccccc3Cl)noc2C)no1
  A = -9% | B = 1% | C = -10% | D = -5% | E = 16% | F = 8% | G = 15% | H = -6% | I = -2%
33: CCc1ccc(S(=O)(=O)c2nnn3c2nc(NCc2ccccc2)c2cc(Cl)ccc23)cc1
  A = -7% | B = -3% | C = 4% | D = 13%[59 µM] | E = · | F = 10% | G = 3% | H = -1% | I = -5%
34: COc1ccc(-n2nc3cc(C)c(NC(=O)c4ccc(C)cc4C)cc3n2)cc1Cl
  A = -2% | B = -1% | C = -17% | D = ? | E = · | F = -2% | G = -24% | H = -9% | I = -3%
35: O=C(Nc1ccc(N2CCN(C(=O)c3cccs3)CC2)c(Cl)c1)c1cccnc1
  A = -11% | B = 13% | C = 7% | D = -20% | E = -2% | F = -5% | G = -13% | H = -12% | I = -5%
36: O=C(NCCc1ccc(Cl)cc1)Nc1ccc(Cl)cc1
  A = 5% | B = -1% | C = 14% | D = · | E = -5% | F = 18% | G = 3% | H = 1% | I = -4%
37: COc1ccc(OC)c(NC(=O)C23CC4CC(C2)CC(n2cnc(Br)n2)(C4)C3)c1
  A = -10% | B = 1% | C = -6% | D = ? | E = -4% | F = 12% | G = ? | H = 5% | I = 1%

This is a subset. The share of hits here may be higher or lower than overall.
